STAT3 inh: inhibitors of IL-6 induced STAT3 signaling. U3A cells, IL-6 STAT3-luciferase reporter, luminescence; host cell line lacks STAT1. inhibition, % at 5.5 µM. hit rate 0.89% among 190,000. AID 862;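 active = inhibition above the mean inhibition across all screened compounds plus 3 SD, cut at about 44% in these data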;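 note: 0% = DMSO only wells and 100% = 100 µM nifuroxazide control wells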
NF-kB neuron act: NF-kB expression increase, human neuronal cells; NF-kB reporter expression; stronger effect = higher value; fold change at 12.5 µM; hit rate 1.6% among 190,000; AID 1239; in the data active = fold change above about 3.3
HMGR II inh: blocks class II HMG-CoA reductase of Enterococcus faecalis | purified E. faecalis HMGR, NADPH absorbance 340 nm kinetic | inhibition, % at 10 µM | hit rate 0.41% among 190,000 | AID 1066;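 active = inhibition above a set limit, the median over all tested compounds plus 3 SD, cut at about 9.5% in these data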;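 note: enzyme runs in reverse so mevalonate oxidation gives rising NADPH absorbance; 0% = complete reaction with DMSO and 100% = background rate lacking mevalonate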
Hsp70 act: transcriptional activators of Hsp70; hit rate 0.04% among 200,000; activation, % at 10 µM; AID 1203; HeLa Hsp70 promoter luciferase reporter, luminescence; scaled: vehicle 0, proteasome-inhibitor control 100%;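 active = activation above the mean across all tested compounds plus 3 SD, cutoff set per campaign, cut at about 5.5% in these data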;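 note: 100% = MG132 at 30 µM as the positive control and 0% = DMSO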
STAT1 blocker: STAT1 signaling inhibition | NIH 3T3 STAT1-luciferase reporter, IFN-gamma, luminescence | inhibition, % at 5.5 µM | hit rate 0.35% among 200,000 | AID 920;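 active = inhibition above a set limit, the mean inhibition across all tested compounds plus 3 SD, cut at about 34% in these data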;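 note: 0% = IFN-gamma with DMSO and 100% = IFN-gamma with 300 µM nifuroxazide; values of inactives mirror those of a sister screen read the other way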
STAT3 activator: increases IL-6 driven STAT3 reporter signal; U3A cells, IL-6 STAT3-luciferase reporter, luminescence; 100% = signal with IL-6 EC80 alone; activation (% of control), % at 5.6 µM; hit rate 0.91% among 190,000;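 active = activation above the screen-wide mean of compound activation plus 3 SD, cut at about 130% in these data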;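 note: 0% = background luminescence of wells with medium and substrate only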
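Material: human STAT1-deficient U3A cells with stable STAT3-luciferase reporter / Probe or stimulus: IL-6 stimulus at 33 ng/mL final / Schedule: 1 h compound pre-exposure, 6 h IL-6 stimulation, 37 °C / Technique: luminescence / Read-out basis: percent of IL-6-only median luminescence / Control set: IL-6-only high control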
STAT1 act: STAT1 signaling activation. NIH 3T3 STAT1-luciferase reporter, IFN-gamma, luminescence; 100% = IFN-gamma alone, no compound. activation (% of control), % at 5.5 µM. hit rate 2.6% among 200,000;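 active = activation above the screen-wide mean activation plus 3 SD, cut at about 130% in these data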;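 note: raw ratio to IFN-gamma control signal so 100% means no change and 0% no light; values of inactives mirror those of a sister screen read the other way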
TLR4 MyD88 comp: TLR4-MyD88 interaction inhibition in cells; AID 861; inhibition, % at 8.4 µM; hit rate 0.18% among 200,000; HeLa CL3-4 TLR4/MyD88 BLA complementation, FRET ratio; O00206+Q99836; in the data active = inhibition above about 25%;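 note: 0% = vehicle and 100% = reference inhibitor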
Target sequence (O00206 whole entry, looked up): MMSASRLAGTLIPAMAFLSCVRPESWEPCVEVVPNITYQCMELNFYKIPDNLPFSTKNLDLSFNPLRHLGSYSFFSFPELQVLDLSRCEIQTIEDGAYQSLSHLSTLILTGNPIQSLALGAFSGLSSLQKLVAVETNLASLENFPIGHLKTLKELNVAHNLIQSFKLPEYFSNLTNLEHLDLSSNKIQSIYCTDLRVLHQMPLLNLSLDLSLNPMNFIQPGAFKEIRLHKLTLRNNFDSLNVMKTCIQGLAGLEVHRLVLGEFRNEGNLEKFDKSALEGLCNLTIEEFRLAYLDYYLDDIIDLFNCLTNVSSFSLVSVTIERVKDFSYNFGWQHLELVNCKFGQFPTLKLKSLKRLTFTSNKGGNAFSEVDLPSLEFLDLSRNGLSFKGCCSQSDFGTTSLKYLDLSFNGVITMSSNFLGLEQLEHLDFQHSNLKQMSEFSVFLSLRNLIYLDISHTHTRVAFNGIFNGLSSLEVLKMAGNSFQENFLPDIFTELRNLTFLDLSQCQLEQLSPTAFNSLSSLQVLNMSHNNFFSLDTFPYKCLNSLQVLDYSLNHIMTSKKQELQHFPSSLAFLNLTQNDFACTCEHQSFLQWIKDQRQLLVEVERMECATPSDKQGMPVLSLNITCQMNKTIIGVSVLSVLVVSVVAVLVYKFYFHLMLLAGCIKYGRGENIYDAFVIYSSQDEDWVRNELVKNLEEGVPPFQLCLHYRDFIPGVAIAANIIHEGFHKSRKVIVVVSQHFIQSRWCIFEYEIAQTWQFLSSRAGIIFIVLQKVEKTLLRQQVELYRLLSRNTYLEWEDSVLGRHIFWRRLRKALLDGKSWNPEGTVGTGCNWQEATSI
Target sequence (Q99836 whole entry, looked up): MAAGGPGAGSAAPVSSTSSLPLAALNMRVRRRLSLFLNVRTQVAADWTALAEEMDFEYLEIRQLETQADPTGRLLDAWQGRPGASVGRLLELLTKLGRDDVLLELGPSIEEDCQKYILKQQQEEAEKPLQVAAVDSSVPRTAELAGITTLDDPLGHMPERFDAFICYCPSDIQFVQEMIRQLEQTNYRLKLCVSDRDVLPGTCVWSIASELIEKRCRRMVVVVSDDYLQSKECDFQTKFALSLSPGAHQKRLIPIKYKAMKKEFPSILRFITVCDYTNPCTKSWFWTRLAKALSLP
APP 5'UTR act: activates APP 5'UTR luciferase reporter | AID 1276 | SH-SY5Y APP 5'UTR luciferase reporter, luminescence; zero percent = DMSO vehicle wells | hit rate 1% among 190,000 | activation, % at 2 µM;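 active = activation above a set limit, based on mean plus 3 SD of controls, cut at about 140% in these data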; note: values of inactives mirror those of a sister screen read the other way
DTT redox prof: compounds producing H2O2 with reducing agent – biochemical, NIH compound library profiling, artefact control for MLSCN library redox annotation, primary screen | DTT-dependent redox cycling H2O2, phenol red/HRP absorbance; 100% = 100 µM peroxide control, 0% = buffer | activation, % at 10 µM | hit rate 0.03% among 200,000 | AID 878;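 active = activation of at least 50% relative to the plate's high and low controls in the primary single-dose screen; inactive = activation below 50%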;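 note: compound incubated with DTT at 0.8 mM final as the reducing agent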
* marks the source's active call; other numbers are inactive results; nt = not tested or not shown.

SMILES	STAT3 inh	NF-kB neuron act	HMGR II inh	Hsp70 act	STAT1 blocker	STAT3 activator	STAT1 act	TLR4 MyD88 comp	APP 5'UTR act	DTT redox prof
COc1cccc(CNS(=O)(=O)c2cn(C)cn2)c1	0.9	1.05	-0.1	0.1	2.3	100.9	97.9	-9.5	2.5	1.4
CC(=O)N/C(=C\c1ccccc1Cl)C(=O)O	7.4	1.11	-4.4	-0.1	-0.5	96.5	99.0	-5.5	-9.1	0.3
Cc1ccc(/C=N/Nc2ccnc3cc(Cl)ccc23)c(C)c1	33.4	1.04	-6.7	-0.2	4.5	71.0	95.8	-11.2	-30.8	0.4
Cc1nc(CS(=O)(=O)c2ccccc2)cc(N2CCN(c3ccccc3F)CC2)n1	6.8	1.05	-0.7	0.0	7.7	100.7	92.5	-8.4	23.1	0.1
O=C(Nc1nccs1)c1cncc(Br)c1	-12.3	0.94	-7.4	0.1	-48.4	118.0	142.9*	6.1	42.7	-0.1
COC(=O)c1nc2nc(-c3cccs3)cc(C(F)(F)F)n2n1	-2.0	1.07	-3.1	-0.5	-1.7	102.8	101.1	-0.4	25.5	-0.2
COC(=O)c1ccc(/C=C(\C#N)c2ccccn2)cc1	-3.3	6.98*	3.8	0.0	-114.0	104.1	204.4*	-5.3	147.9*	0.0
O=C1CC(c2ccccc2)CC(O)=C1C=NCCN1CCOCC1 (configuration not stated)	4.8	0.92	-1.0	0.1	-3.3	101.3	102.0	5.7	4.6	2.2
O=S(=O)(Nc1ncccn1)c1ccc(NS(=O)(=O)c2cc(Cl)ccc2Cl)cc1	-5.9	0.96	-2.0	-0.3	-12.5	106.8	111.1	12.5	9.0	4.0
COc1cccc(-n2c(CN3CCN(c4cccc(C)c4)C(C)C3)nc3ccc([N+](=O)[O-])cc3c2=O)c1 (configuration not stated)	6.2	0.68	0.1	-0.3	-1.2	93.1	101.1	-18.2	27.5	0.4
CC1N(O)C(c2ccc(Cl)cc2Cl)N(O)C1(C)C (configuration not stated)	8.6	1.25	-5.5	-0.1	-4.7	98.9	104.3	8.3	6.8	-0.5
COc1ccc(C2C(=O)N(C3CCCCC3)CC(=O)N2Cc2ccc3c(c2)OCO3)cc1 (configuration not stated)	3.2	0.78	-0.2	-0.3	6.4	106.0	94.2	2.8	17.1	1.6
CC(C)Oc1ccc(C(=O)NCc2ccco2)cc1	-9.6	1.65	-1.9	-0.1	-5.9	112.2	105.4	4.8	0.6	1.9
Cc1cc(OC(=O)c2ccc(S(=O)(=O)N(C)C)cc2)cc(=O)o1	-1.2	0.9	-5.4	0.6	5.4	104.9	95.1	-6.3	17.1	0.6
COc1cc2c(cc1OC)C(c1ccc(C)o1)CC(=O)N2 (configuration not stated)	6.1	0.95	0.2	-0.3	16.8	95.2	85.1	-2.0	6.3	-0.1
CC1(C)CC(=O)C/C(=N/NC(=O)CCCOc2ccc(Cl)cc2Cl)C1	1.9	0.83	0.6	-0.1	-0.3	105.0	100.3	-4.4	-3.1	-2.7
COCCN(CCOC)S(=O)(=O)c1ccc(C(=O)Nc2sc3c(c2C(N)=O)CCCCC3)cc1	-6.4	0.52	-0.9	-0.3	-31.5	105.1	128.6*	6.6	90.0	0.0
C=CCn1c(SCCOc2ccc(OC)cc2)nnc1C(C)NC(=O)c1ccc(OC)cc1 (configuration not stated)	12.5	1.09	-2.0	-0.4	2.9	89.5	100.2	3.3	-20.3	-0.1
O=C(c1ccco1)N1CCN(S(=O)(=O)c2ccc3c(c2)CCN3C(=O)C2CCC2)CC1	4.5	1.13	-5.7	-0.4	10.6	99.5	90.2	10.4	14.2	2.5
COc1ccc2nc(NC(=O)c3ccc(-n4nc(C)cc4C)cc3)sc2c1	13.0	1.29	-11.1	0.0	-12.5	94.1	111.4	-11.4	7.0	18.6
Cc1cccc2c(=O)oc(-c3ccc4c(c3)C(=O)N(CC3CCCO3)C4=O)nc12 (configuration not stated)	-5.8	nt	nt	-0.5	0.6	107.6	99.4	-7.1	2.0	2.7
CC(C)(C)n1nnnc1CN1CCN(C(c2ccccc2)c2ccccc2)CC1	-2.1	0.41	1.1	0.1	0.1	102.5	99.9	-6.7	-4.9	-0.3
CN1CCN(S(=O)(=O)c2cccc(C(=O)Nc3sc4c(c3C(N)=O)CCCC4)c2)CC1	13.0	0.93	0.2	-0.1	-4.2	94.2	102.8	-3.4	1.9	0.2
CC(C)(C)NC(=O)/C=N/O	-4.3	1.04	4.0	-0.3	-4.7	106.6	104.2	7.7	-8.9	0.5
COc1cc(NC(=O)CSc2nnc(Cn3nnc4ccccc43)n2C)cc(OC)c1	0.0	0.96	-1.4	-0.1	-1.0	100.9	100.9	-0.2	-6.6	0.5
(further entries)
SMILES	STAT3 inh	NF-kB neuron act	HMGR II inh	Hsp70 act	STAT1 blocker	STAT3 activator	STAT1 act	TLR4 MyD88 comp	APP 5'UTR act	DTT redox prof
Cc1ccc2c(c1)Oc1ccc([N+](=O)[O-])cc1C(=O)N2	-27.7	1.26	-3.6	0.0	9.0	128.8	91.4	-19.2	7.5	2.0
COc1ccc(Cl)cc1NC(=O)CSc1nnc(CNC(=O)c2ccco2)o1	-0.6	1.09	-1.5	-0.1	-11.4	104.6	107.6	16.2	0.2	-0.2
Cc1ccc2cc(CN(C)C(=O)C3CCCO3)c(=O)[nH]c2c1 (configuration not stated)	-10.5	1.44	3.1	0.1	-11.0	113.1	110.0	-5.9	24.8	0.7
CN(C)C(=O)/C(=C\c1ccc(-c2cccc([N+](=O)[O-])c2)o1)NC(=O)c1ccccc1	29.5	0.67	-3.0	0.0	-3.2	82.2	102.2	0.8	7.4	-0.3
CN(C)/C=N/c1nc2nccc(-c3ccccn3)n2n1	-13.3	1.25	-2.5	-0.2	-12.8	112.9	111.4	-1.6	-12.7	-1.5
CSc1nc(C)cc(OCC(=O)N/N=C/c2ccccc2O)n1	-3.8	1.19	0.4	0.1	-5.4	103.3	104.8	-1.5	-40.9	4.4
COc1ccc(-c2noc(CNC(=O)Nc3ccc(F)cc3)n2)cc1	4.9	0.88	-4.7	-0.3	7.8	104.1	93.0	-3.9	0.6	-0.9
CC(C)CNS(=O)(=O)c1ccc(S(=O)(=O)N2CCN(CCC#N)CC2)cc1	4.7	1.38	-2.8	-0.3	8.6	96.3	92.8	1.9	2.4	-0.3
CC1CCc2c(sc3nc4n(c(=O)c23)CCS4)C1 (configuration not stated)	3.0	1.84	4.4	-0.1	-32.2	97.6	122.1	2.1	nt	0.2
CCOC(=O)C(=Cc1ccc(-n2ccnc2)cc1)C(=O)OCC	7.3	1.36	0.5	1.8	-1.2	96.0	100.4	3.3	-2.7	-1.8
COc1ccc(-n2nc(N)c(C(N)=O)n2)cc1	19.2	1.7	-4.6	-0.3	-18.4	85.0	115.6	-21.0	17.8	0.1
CCOc1ccc2[nH]c3c(N4CCN(c5ccccn5)CC4)ncnc3c2c1	11.9	0.3	1.2	-0.1	11.1	93.1	89.7	-2.9	-5.6	-0.3
Cc1oc(/N=C/c2ccc(O)cc2O)c(C#N)c1C	0.5	1.24	2.6	-0.1	8.3	107.2	92.4	-1.7	3.4	0.8
O=C1CN2C(=N1)N(Cc1ccccc1)c1ccccc12	10.1	0.89	-2.9	0.0	5.1	94.7	95.2	1.0	-12.7	2.8
COC(=O)c1ccc(CSc2nncn2N)cc1	2.5	1.22	-0.1	0.0	-3.5	99.9	102.6	8.3	0.1	-1.9
CO[C@H]1C=CO[C@@]2(C)Oc3c(C)c(O)c4c(O)c(c(C=NN5CCN(C)CC5)c(O)c4c3C2=O)NC(=O)C(C)=CC=C[C@H](C)[C@H](O)[C@@H](C)[C@@H](O)[C@@H](C)[C@H](OC(C)=O)[C@@H]1C	6.4	1.16	0.6	-0.4	0.8	96.4	99.2	4.8	5.5	0.6
Cc1sc2ncn(CC(=O)NCc3ccco3)c(=O)c2c1-c1ccc(F)cc1	5.5	0.94	0.9	-0.1	-2.8	100.1	102.2	2.7	9.6	3.9
Cc1nc2ccccc2c(=O)n1/N=C/c1cccs1	10.2	1.35	-5.5	0.0	-29.9	93.5	127.1	-8.7	-52.6	-1.7
N/C(=N\OC(=O)Cc1ccccc1)c1cccc(Br)c1	10.0	nt	0.8	-0.3	-16.6	96.5	115.7	-9.1	-0.2	-1.1
CCOC(=O)C1C(=O)NC(N2CCOCC2)=NC1c1ccco1 (configuration not stated)	2.1	1.27	-1.4	0.6	1.3	102.3	98.8	-8.9	17.3	2.4
CCCCN(CCCC)CCCNC(=O)C12CN(Cc3ccccc3)CC1C(c1cccc([N+](=O)[O-])c1)=NO2 (configuration not stated)	-1.6	1.21	1.7	-0.2	2.3	105.7	97.9	1.3	5.9	-3.2
CCOC(=O)Nc1ccc2c(c1)N(C(=O)CCN1CCN(CCO)CC1)c1ccccc1CC2	-1.8	1.04	-0.9	-0.2	-1.6	101.7	101.5	-22.4	3.4	0.0
CC1CCCCN1CC(=O)Nc1ccc(Oc2ccccc2)cc1 (configuration not stated)	5.0	0.99	-5.8	0.2	-1.3	97.1	101.2	-6.0	0.2	0.4
COc1ccc2nc(SCC(=O)NC3CCCc4ccccc43)[nH]c2c1 (configuration not stated)	-2.6	1.06	-2.2	-0.3	10.6	102.5	90.6	-19.1	-6.2	0.3
COc1ccc(NC(=O)C(=O)NNC(=O)C(C)Oc2ccc(Cl)cc2Cl)cc1 (configuration not stated)	9.3	1.32	3.3	-0.2	-1.5	96.2	103.0	-18.8	-8.6	-0.7
Later entries
SMILES	STAT3 inh	NF-kB neuron act	HMGR II inh	Hsp70 act	STAT1 blocker	STAT3 activator	STAT1 act	TLR4 MyD88 comp	APP 5'UTR act	DTT redox prof
O=C(NCC1COc2ccccc2O1)c1c[nH]c2ccc(S(=O)(=O)N3CCOCC3)cc2c1=O (configuration not stated)	-5.2	1.05	0.1	-0.1	-2.6	108.2	102.4	18.3	5.4	0.9
CCOC(=O)c1c(NC(=O)COC(=O)CNC(=O)c2ccco2)sc(C(C)=O)c1C	2.7	1.09	-0.9	-0.1	0.3	99.7	99.8	-2.0	1.1	0.9
Cc1cc(N2C(=O)C(O)=C(C(=O)c3ccco3)C2c2ccc(O)cc2)no1 (configuration not stated)	-3.5	1.48	-3.0	-0.1	-2.2	103.1	102.0	3.0	15.7	0.8
COc1cccc(CN2C(=O)CCC2(C)C(=O)NC2CCCC2)c1 (configuration not stated)	-0.8	1.17	2.1	-0.5	15.0	105.7	86.3	0.5	7.2	0.0
O=C(O)CCCC(=O)Nc1cccc2cccnc12	1.1	1.3	-1.8	-0.5	-6.7	103.6	106.2	-0.3	2.9	0.2
COC(=O)C1=C(C)NC(=O)/C1=C\c1cc(C)n(-c2ccccc2)c1C	16.1	1.52	2.7	-0.4	3.1	88.4	96.6	-1.8	21.4	-0.1
Cn1c(SC(C(=O)Nc2ccc(F)cc2)c2ccccc2)nc2ccccc21 (configuration not stated)	2.7	1.08	-6.1	-0.3	-3.2	93.6	102.9	6.3	3.6	0.5

An unsorted share of the library; any-hit rate near 5.6%.
